Source: PubChem BioAssay (several laboratories)
proCasp7 act – procaspase-7 activators, primary screen, counter-screen for procaspase-3 activator project, biochemical, absorbance, HTS, human; activation, % at 8.5 µM; actives 0.093% (n = 330,000); Caspase-7 (Homo sapiens), P55210; recombinant procaspase-7, Ac-DEVD-pNA absorbance 405 nm; D23A/D198A/D206A triple mutant, cannot self-cleave; scale: DMSO 0, 5 µM enzyme 100; AID 463210, 2010;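 active = percent activation above the screen-wide mean plus 3 SD, cut at about 25% in these data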
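signal = Epi-absorbance of released pNA at 405 nm, two timepoints | assay system = Uncleavable procaspase-7 mutant enzyme | reagent = Ac-DEVD-pNA substrate, 400 µM as added | times = 1 h enzyme–compound preincubation and 2 h substrate reaction, both 25 °C | benchmarks = low DMSO alone, high DMSO plus 5 µM PC-7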
RPL19A-GFP yeast – RPL19A-GFP expression modulators in yeast, primary screen, cell-based, S. cerevisiae, multiplex flow cytometry, MLPCN. S. cerevisiae RPL19A-GFP strain, 3 h; hits give low values. percent response vs DMSO, % at 10 µM. actives 0.3% (n = 330,000). AID 2025, 2009;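 active = percent response vs DMSO below 50%; inconclusive = fewer than 70 events counted for the yeast strain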;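 also: median channel GFP fluorescence of the barcoded RPL19A-GFP strain; ratio of sample median GFP to plate DMSO average so 100% = DMSO; lower means less RPL19A-GFP as with rapamycin TOR inhibition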
AHR act – AHR activators, primary screen, cell-based, luminescence, luciferase reporter, human; activation, % at 5 µM; actives 2.5% (n = 320,000); AHR-responsive luciferase reporter cells; Aryl hydrocarbon receptor (Homo sapiens), P35869; in the data active = activation above about 47%;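 also: 0% = vehicle wells and 100% = reference agonist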
LAP4 TOR yeast – modulators of LAP4-GFP expression in yeast, primary screen, S. cerevisiae, multiplex flow cytometry, MLPCN library; actives 0.34% (n = 320,000); GFP response vs DMSO, % at 10 µM; 3 h; median GFP as percent of DMSO wells;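 active = GFP response vs DMSO above a set limit, about the screen mean plus 3 SD, cut at about 150% in these data; inconclusive = under 70 cell events counted for the yeast strain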
EBNA-1 inhibitor – EBNA-1 DNA-binding inhibitors, primary screen, biochemical, fluorescence polarization; inhibition, % at 14.8 µM; actives 0.34% (n = 300,000); AID 1950, 2009; in the data active = inhibition above about 28%
MEP2-GFP yeast – modulators of MEP2-GFP levels in yeast, primary screen, S. cerevisiae, multiplex flow cytometry, MLPCN library; GFP response vs DMSO, % at 10 µM; AID 2016, 2009; actives 0.51% (n = 330,000); S. cerevisiae MEP2-GFP strain, 3 h; 100% = DMSO control level;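 active = GFP response versus DMSO above a set limit, roughly screen mean plus 3 SD, cut at about 180% in these data; inconclusive = fewer than 70 cells counted for a yeast strain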;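 also: median GFP fluorescence of the barcode-gated MEP2-GFP cells per well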
procasp3 activ – activators of human procaspase-3 D3A mutant, primary screen, biochemical, absorbance, PC-3 D3A mutant, single concentration; Caspase-3 (Homo sapiens), P42574; recombinant procaspase-3 D3A, Ac-DEVD-pNA absorbance 405 nm; activation, % at 8.5 µM; actives 0.11% (n = 330,000); AID 463141, 2010;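 active = activation above the mean of all tested compounds plus 3 SD, cut at about 21% in these data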;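 also: 0% = DMSO alone and 100% = DMSO wells spiked with extra 5 µM PC-3 D3A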
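Assay system: Autoprocessing-dead procaspase-3 D3A mutant enzyme; also added: Ac-DEVD-pNA; doses: one concentration, 8.5 µM nominal, 0.8% DMSO; times: 1 h compound preincubation, 2 h substrate hydrolysis at 25 °C; technique: 405 nm absorbance of p-nitroaniline, reads at 0 and 120 min; measure: % activation between DMSO and enzyme-spiked controls; repeats: single replicate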
ZTA DNA inh – counter-screen for EBNA-1 inhibitors: inhibitors of Epstein-Barr virus ZTA; P03206; ZTA-DNA binding, fluorescence polarization; inhibition, % at 11 µM; actives 0.15% (n = 320,000); in the data active = inhibition above about 33%
An asterisk follows results filed as active; ? = inconclusive; nt = no result given; & = joins results of further samples; [ ] = remark or other dose. Hits appear at their usual frequency (roughly 3.8% active in at least one column).

SMILES	proCasp7 act	RPL19A-GFP yeast	AHR act	LAP4 TOR yeast	EBNA-1 inhibitor	MEP2-GFP yeast	procasp3 activ	ZTA DNA inh
O=C(N/N=C(\Cc1ncc[nH]1)c1ccccc1)c1ccncc1	-4	96	8	89	-4	105	2	-4
COc1ccc(NC(=O)CN(C)C(=O)/C=C/c2ccc(OCc3ccccc3)cc2)cc1	1	104	2	96	1	104	-3	21
C[C@]12CCC(=O)C=C1CC[C@@H]1[C@@H]2[C@@H](O)C[C@@]2(C)[C@H]1CC[C@]2(O)C(=O)COC(=O)CCC(=O)O	0&-8	99&99	4&2	123&105	-9&-2	98&97	7&11	-6&20
Cc1ccc(S(=O)(=O)c2c(C)nn(C(C)(C)C)c2OC(=O)C2CCCC2)cc1	-8	94	0	95	-22	98	-6	-2
COC(=O)c1ccccc1NC(=O)Cn1c(-c2nonc2N)nc2ccccc21	-7	95	4	99	19	98	12	-16
O=c1c2ccccc2ncn1-c1ccc([N+](=O)[O-])cc1Cl	11	102	-2	88	2	105	2	8
Cc1nc2ccccc2nc(C)c1=NOCC(=O)N(c1ccccc1)C(C)C	-1	94	4	102	7	100	-7	1
CCOc1ccccc1/C=C(\C#N)C(=O)NC1CC1	5	92	9	96	6	89	4	16
CC(=O)N1c2ccc(S(=O)(=O)NCC3CCC(C(=O)NC4CCCCC4)CC3)cc2CC1C (stereo not given)	-6	93	-1	86	41*	98	8	3
CC1CCCC(C)N1CCNC(=O)CCc1nnc2n(Cc3ccccc3)c(=O)c3ccccc3n12 (stereo not given)	10	98	-1	93	-7	100	1	2
CC(=O)C1=C(O)C(=O)N(c2cc(C(C)(C)C)on2)C1c1ccc(C(C)C)cc1 (stereo not given)	-12	101	9	102	-15	103	-8	-5
CCOc1ccc(N(Cc2ccc(OC)c(OC)c2)C(=O)c2ccco2)cc1	5	96	3	95	-10	99	2	5
CCC(C)[C@H](NC(=O)NCCCOC(C)C)C(=O)OC (stereo not given in full)	13	105	0	109	13	106	0	0
c1ccc2oc(NC3=NCN(CC4CCCO4)CN3)nc2c1 (stereo not given)	-1	103	25	94	8	101	15	-3
CC1CCN(c2ccc(C(F)(F)F)cc2N)CC1	-1	103	1	103	-7	97	2	0
O=C1c2ccccc2C(=O)C12OC2c1cccc2ccccc12 (stereo not given)	-7	105	4	91	1	104	1	-5
Cc1[nH]c2ccccc2c1/C=N/NC(=O)c1cc(-c2ccncc2)nc2ccccc12	-2	94	57*	103	2	92	2	2
COc1cccc(C(C(=O)NC(C)(C)C)N(Cc2ccco2)C(=O)CCC(=O)Nc2cc(C)on2)c1OC (stereo not given)	6	101	-1	105	8	105	-1	10
O=C(Nc1ccc(N2CCCCC2)c(Cl)c1)c1cccnc1	4	96	22	91	8	98	-4	-27
COc1cccc(-n2cnc3sc(-c4ccccc4)cc3c2=O)c1	1	96	-4	92	-1	97	8	-7
COc1ccc(S(=O)(=O)N2CCC(NC(=O)N3CCOCC3)CC2)cc1	7	114	0	117	-6	115	1	11
CCOc1cccc(N2C(=O)CC(N3CCN(c4ccc(S(=O)(=O)CC)cc4)CC3)C2=O)c1 (stereo not given)	-4	98	4	107	-6	100	-1	-10
CCCOc1ccc(C(=O)NCC(c2ccco2)N(C)C)cc1OC (stereo not given)	-2	99	6	83	-3	97	-6	-2
CN(C)S(=O)(=O)c1ccc(N2CCCC2)c(C(=O)OCC(=O)NC2(C#N)CCCCC2)c1	9	97	2	110	-2	106	-11	1
CCOc1ccc(-c2nc(CSCC(=O)NCCN3CCOCC3)c(C)o2)cc1	-3	106	-2	100	-12	103	5	-2
COc1ccc(CCC(=O)NCC(=O)OCc2ccccc2)cc1	-2	104	-2	112	-8	105	-5	0
O=C(NC1CCCc2ccccc21)c1cc(S(=O)(=O)N2CCOCC2)ccc1F (stereo not given)	4	96	3	90	1	96	-2	12
COc1ccc(Cl)cc1NS(=O)(=O)c1cccc(C(=O)N2CC(C)OC(C)C2)c1 (stereo not given)	2	99	1	101	nt	99	2	-3
O=c1sc2ccccc2c(N2CCN(c3ccccc3)CC2)c1[N+](=O)[O-]	7	99	4	102	11	98	-8	2
N#Cc1ccc(-c2csc(NNC(=O)c3ccc(Br)cc3)n2)cc1	1	87	32	99	-7	98	-3	6

Part of the list above in order of length of the SMILES, highest first.
SMILES	proCasp7 act	RPL19A-GFP yeast	AHR act	LAP4 TOR yeast	EBNA-1 inhibitor	MEP2-GFP yeast	procasp3 activ	ZTA DNA inh
COc1cccc(C(C(=O)NC(C)(C)C)N(Cc2ccco2)C(=O)CCC(=O)Nc2cc(C)on2)c1OC (stereo not given)	6	101	-1	105	8	105	-1	10
CCOc1cccc(N2C(=O)CC(N3CCN(c4ccc(S(=O)(=O)CC)cc4)CC3)C2=O)c1 (stereo not given)	-4	98	4	107	-6	100	-1	-10
CC(=O)C1=C(O)C(=O)N(c2cc(C(C)(C)C)on2)C1c1ccc(C(C)C)cc1 (stereo not given)	-12	101	9	102	-15	103	-8	-5
Cc1[nH]c2ccccc2c1/C=N/NC(=O)c1cc(-c2ccncc2)nc2ccccc12	-2	94	57*	103	2	92	2	2
O=C(NC1CCCc2ccccc21)c1cc(S(=O)(=O)N2CCOCC2)ccc1F (stereo not given)	4	96	3	90	1	96	-2	12
COc1ccc(S(=O)(=O)N2CCC(NC(=O)N3CCOCC3)CC2)cc1	7	114	0	117	-6	115	1	11
N#Cc1ccc(-c2csc(NNC(=O)c3ccc(Br)cc3)n2)cc1	1	87	32	99	-7	98	-3	6
COc1cccc(-n2cnc3sc(-c4ccccc4)cc3c2=O)c1	1	96	-4	92	-1	97	8	-7
CCCOc1ccc(C(=O)NCC(c2ccco2)N(C)C)cc1OC (stereo not given)	-2	99	6	83	-3	97	-6	-2
O=C1c2ccccc2C(=O)C12OC2c1cccc2ccccc12 (stereo not given)	-7	105	4	91	1	104	1	-5
CCC(C)[C@H](NC(=O)NCCCOC(C)C)C(=O)OC (stereo not given in full)	13	105	0	109	13	106	0	0
c1ccc2oc(NC3=NCN(CC4CCCO4)CN3)nc2c1 (stereo not given)	-1	103	25	94	8	101	15	-3
CC1CCN(c2ccc(C(F)(F)F)cc2N)CC1	-1	103	1	103	-7	97	2	0

Going on with the list.
SMILES	proCasp7 act	RPL19A-GFP yeast	AHR act	LAP4 TOR yeast	EBNA-1 inhibitor	MEP2-GFP yeast	procasp3 activ	ZTA DNA inh
CC1CCC(NC(=O)c2cc3c(s2)CCCC3)CC1 (stereo not given)	-1	100	23	113	-2	101	1	4
COc1ccccc1-c1coc2cc(O)cc(O)c2c1=O	10	90	1	113	2	89	-2	-2
COc1ccc(OC)c(-c2csc(NC(=O)C3CSC4(C)CCC(=O)N34)n2)c1 (stereo not given)	-10	99	22	105	2	95	2	0
CCOCCn1c(=O)c2c(nc3n2CC(C)CN3Cc2ccccc2)n(C)c1=O (stereo not given)	-2	102	4	107	-5	99	-9	5
Cc1ccc(NC(=O)c2nc[nH]c2C(=O)N[C@@H](CCCCNC(=O)OC(C)(C)C)C(=O)OC(C)(C)C)cc1	15	107	3	107	-9	94	1	12
Cc1ccc(NC(=O)/C=C\C(=O)NCC(=O)O)cc1	-23	?	5	?	4	91[may fluoresce red]	-17	6
O=C(O)CCCCNCc1ccccc1	-1	99	0	95	-5	101	4	2
N#CCC(CNc1ncc(C(F)(F)F)cc1Cl)OC(=O)c1ccc(Cl)cc1Cl (stereo not given)	13	103	1	110	-7	108	4	-4
Cc1csc(SCC(=O)NC(=O)NCc2ccccc2)n1	14	100	1	100	-8	106	4	-9
Cc1cc(C)c(S(=O)(=O)N2CCOCC2)cc1C	-4	99	3	124	-15	103	-4	2
CN(CC(=O)Nc1cccc2c1CCCC2)S(=O)(=O)c1ccc(Br)cc1	-2	100	2	96	-2	100	-1	-21
Cc1cc(C)n(CCNC(=O)CC2C(=O)NCCN2Cc2ccc(C)o2)n1 (stereo not given)	4	107	-1	94	10	109	-3	-2
COc1ccccc1C=NC(CO)C(O)c1ccc([N+](=O)[O-])cc1 (stereo not given)	3	106	2	100	1	100	2	26
CC(C(=O)NCCN1C(=O)S/C(=C\c2cccnc2)C1=O)N1C(=O)c2ccccc2C1=O (stereo not given)	-13	110	0	103	-1	111	-2	-2
CCCn1c(SCc2ccccc2)nc2c1c(=O)[nH]c(=O)n2C	-5	107	14	104	8	103	-6	-19

One compound at a time (already shown). Values in the order: proCasp7 act	RPL19A-GFP yeast	AHR act	LAP4 TOR yeast	EBNA-1 inhibitor	MEP2-GFP yeast	procasp3 activ	ZTA DNA inh
`COc1ccc(OC)c(-c2csc(NC(=O)C3CSC4(C)CCC(=O)N34)n2)c1` (stereo not given) is listed with -10	99	22	105	2	95	2	0
`CC1CCC(NC(=O)c2cc3c(s2)CCCC3)CC1` (stereo not given) is listed with -1	100	23	113	-2	101	1	4
`O=C(O)CCCCNCc1ccccc1` is listed with -1	99	0	95	-5	101	4	2

Next results:
SMILES	proCasp7 act	RPL19A-GFP yeast	AHR act	LAP4 TOR yeast	EBNA-1 inhibitor	MEP2-GFP yeast	procasp3 activ	ZTA DNA inh
CC1=CC(C)C(C(=O)O)C(C(=O)O)C1 (stereo not given)	1	113	-1	119	3	104	-1	7
O=C1OCC/C1=C\c1ccc2c(c1)OCO2	-2	101	10	nt	2	106	2	-16
CCOc1ncccc1C(=O)OCC(=O)N(CC(C)C)C1CCS(=O)(=O)C1 (stereo not given)	0	105	7	105	-17	101	-5	-5
Cc1ccc(-c2n[nH]c(=S)n2/N=C/c2ccc(C(=O)O)cc2)cc1	-5	95	1	115	-2	102	-1	10
O=C(NCCc1ccccc1)c1cc(S(=O)(=O)N2CCCC2)ccc1F	1	98	7	87	-15	95	6	1
CCn1cc(CNC(=O)c2cc([N+](=O)[O-])c(C)c([N+](=O)[O-])c2)cn1	-6	108	9	98	-9	104	-4	0
Cc1cc(NC(=O)c2ccccc2)ncc1NC(=O)c1cccs1	0	103	1	95	-15	108	0	-7
CC(=O)Nc1nc(-c2ccc3ccccc3c2)cs1	-1	104	-4	95	0	107	4	-10
O=C(NC1CC1)C1=C[C@@H](c2c[nH]c3ccccc23)C[C@@H](OCc2ccc(CO)cc2)O1	-7	101	76*	110	7	91	-7	-8
COc1cccc(NS(=O)(=O)c2c(C(=O)N3CCCCCC3)c(C)n(C)c2C)c1	7	96	3	90	-6	105	10	1
CN(C(=O)COc1ccccc1)c1nnc(C23CC4CC(CC(C4)C2)C3)s1	10	101	0	107	3	102	-5	0
CC(C)C[C@H](NC(=O)c1nc[nH]c1C(=O)NCC(=O)OC(C)(C)C)C(=O)OC(C)(C)C	-15	92	5	95	-5	96	6	1
COc1ccc(N(C)C(=O)C2CCN(S(=O)(=O)c3cccc4nonc34)CC2)cc1	3	107	0	104	5	105	3	11
